Lung fibro prol – blocks proliferation of human lung fibroblasts | actives 1.1% (n = 85,000) | LL 47 human lung fibroblast viability, ATP luminescence; active compounds read low | viability, % at 10 µM | AID 719;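 active = viability at or below 50% in the single dose screen; inactive = viability above 50%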;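 note: compound exposure lasted 72 h before the ATP readout; 100% = median luminescence of untreated cell-only wells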
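Assay system: human lung fibroblast line LL 47, low passage. Input: 1,150 fibroblasts seeded per well. Times: overnight cell rest, 72 h compound treatment at 37 °C. Evaluation: % viability of median cell-only signal. Technique: luminescent ATP detection, CellTiter-Glo. Control set: cell-only wells, no compound.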
H69AR inhibit – blocks growth of human H69AR lung tumor cells. viability, % at 10 µM. AID 598. H69AR lung tumor viability, ATP luminescence, 72 h; active compounds read low. actives 6% (n = 85,000);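 active = viability at or below 40%; inactive = viability above 40%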;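 note: multidrug resistant small cell line overexpressing MRP-1 efflux transporter; 100% = mean luminescence of untreated control wells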
PostGolgi ctrl – yeast control strain growth, post-Golgi counter-screen; efflux-deficient yeast background strain, growth absorbance A615, 16 h; inhibition, % at 10 µM; actives 5% (n = 98,000); AID 738
S1P2 ag – activates the human S1P2 receptor | O95136 | S1P2-expressing cell line, agonist reporter read-out | activation, % at 4.5 µM | actives 0.46% (n = 97,000) | AID 729; in the data active = activation above about 16%;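 note: 0% = vehicle low control and 100% = maximal reference agonist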
Target sequence (O95136 whole entry, looked up): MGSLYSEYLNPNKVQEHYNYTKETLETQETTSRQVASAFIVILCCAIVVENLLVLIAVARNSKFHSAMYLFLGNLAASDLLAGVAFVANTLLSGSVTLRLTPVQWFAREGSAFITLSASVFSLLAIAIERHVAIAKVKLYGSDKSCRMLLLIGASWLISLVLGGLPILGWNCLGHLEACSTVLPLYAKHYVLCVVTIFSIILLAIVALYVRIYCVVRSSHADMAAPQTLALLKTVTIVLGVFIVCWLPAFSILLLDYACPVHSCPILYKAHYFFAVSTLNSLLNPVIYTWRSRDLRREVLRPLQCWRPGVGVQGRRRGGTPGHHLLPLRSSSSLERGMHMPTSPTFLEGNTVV
hDAT+cocaine – changed human dopamine transporter uptake under cocaine IC80. Q01959. LLC-PK1 hDAT cells, [14C]-dopamine uptake with cocaine IC80; actives deviate in either direction. B-score at 10 µM. actives 1.3% (n = 110,000);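 active = Z score or B-score, a plate-position-corrected score, falls beyond the plate's 99.7% confidence bounds, in either direction; inactive = both scores lie inside the 99.7% bounds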;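 note: scored against the spread of the other compound wells on the same plate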
Target sequence (Q01959 whole entry, looked up): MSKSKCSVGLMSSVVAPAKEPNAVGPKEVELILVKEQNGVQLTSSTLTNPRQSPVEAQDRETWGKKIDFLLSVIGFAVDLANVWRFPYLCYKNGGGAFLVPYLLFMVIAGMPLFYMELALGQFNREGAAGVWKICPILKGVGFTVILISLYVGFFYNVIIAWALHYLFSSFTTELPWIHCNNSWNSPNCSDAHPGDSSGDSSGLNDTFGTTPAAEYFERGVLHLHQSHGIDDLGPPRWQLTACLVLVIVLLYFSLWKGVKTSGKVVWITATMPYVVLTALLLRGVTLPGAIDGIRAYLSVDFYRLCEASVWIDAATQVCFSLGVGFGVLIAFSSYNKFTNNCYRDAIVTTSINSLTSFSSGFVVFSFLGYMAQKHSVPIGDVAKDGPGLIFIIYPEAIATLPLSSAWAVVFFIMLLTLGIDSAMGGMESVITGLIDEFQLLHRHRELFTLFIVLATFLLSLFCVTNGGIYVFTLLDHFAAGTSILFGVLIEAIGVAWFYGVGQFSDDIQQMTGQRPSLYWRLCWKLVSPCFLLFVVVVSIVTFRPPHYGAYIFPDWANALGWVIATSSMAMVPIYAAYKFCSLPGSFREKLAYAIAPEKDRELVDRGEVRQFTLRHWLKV
Ecoli WT expand – E. coli BW25113 growth inhibition, expanded screen; OD600 absorbance; AID 710; growth inhibition, % at 100 µM; actives 0.15% (n = 98,000);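 active = growth inhibition above about 50% at one test dose, limit read from the data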;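 note: growth measured after 20 h incubation at 37 °C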
PostGolgi yeast – growth inhibition of a yeast mutant, post-Golgi transport screen; post-Golgi transport phenotypic cell assay; inhibition, % at 10 µM; actives 0.9% (n = 98,000);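 note: yeast cells grown in 1536-well plates; yeast grown about 18 h at 30C before absorbance read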
HUVEC inhibit – blocks proliferation of human endothelial cells | HUVEC proliferation, CellTiter-Glo luminescence, 72 h; active compounds read low | viability, % at 10 µM (by protocol) | actives 1.1% (n = 86,000) | AID 648;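 active = viability at or below 30%; inactive = viability above 30%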;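 note: 100% = median luminescence of DMSO-only cell control wells on each plate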
S1P2 blocker – blocks the human S1P2 receptor; cell-based S1P2 antagonist assay, inhibition at 5 uM; AID 736; actives 0.21% (n = 97,000); inhibition, % at 5 µM; in the data active = inhibition above about 45%;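 note: CRE beta-lactamase reporter cells expressing human S1P2 stimulated with S1P; 0% = agonist at EC80 alone and 100% = agonist plus reference antagonist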
Numbers without * were called inactive; · = no result given. Cut-off read from the data, not from the text of the source, unless noted: active = inhibition above about 30%; inactive = the rest.

SMILES	Lung fibro prol	H69AR inhibit	PostGolgi ctrl	S1P2 ag	hDAT+cocaine	Ecoli WT expand	PostGolgi yeast	HUVEC inhibit	S1P2 blocker
COC(=O)Cc1c(C)c2cc(Cl)c(OC(=O)c3ccco3)cc2oc1=O	101	98	15	5	-0.75	8	10	104	-13
CC(=O)c1ccc(NC(=O)CCC(=O)OCC(F)(F)C(F)F)cc1	95	93	-6	-2	-0.69	1	1	93	19
Cc1cccc(-c2n[nH]c(=S)n2Cc2ccccc2)c1	93	71	·	-6	-0.078	·	·	100	-15
Cc1ccnc(NS(=O)(=O)c2ccc(NS(=O)(=O)c3cccs3)cc2)n1	·	·	5	-3	1.3	3	-3	·	9
Cc1cc(CCC(=O)O)c(C)cc1CCC(=O)O	102	109	-3	-1	-0.23	-1	5	114	14
COC(=O)c1[nH]c2cccc(OC)c2c1NC(=O)CN1CC2(C)CC1CC(C)(C)C2 (configuration not stated)	98	66	9	0	1.1	-4	3	69	24
COc1ccc(/C=C\C(=O)c2c(O)ccc3c(C)cc(=O)oc23)cc1	·	·	-1	1	0.018	-2	11	·	-15
CC(C)(C)NC(=O)c1ccc2c(c1)N(CC(=O)N1CCN(c3ccccc3F)CC1)C(=O)C(C)(C)O2	91	60	-5	·	-0.25	-9	-7	79	·
CCSC(=O)CCCCCCCCCCCO	·	·	9	-10	-0.12	11	4	·	21
CCc1cc(-c2n[nH]c(=S)n2Cc2ccccc2)cs1	·	·	20	-2	·	-4	13	·	4
O=C(CSc1nc2ccccc2[nH]1)c1ccco1	91	92	-8	-7	0.37	13	-1	96	11
CC(=O)Nc1ccc(C(=O)CSc2nnc(Cc3ccccc3)o2)cc1	95	100	-9	-2	-0.74	0	3	97	0
O=C(NCc1ccco1)C1CCCN(S(=O)(=O)c2ccc(-n3cnnn3)cc2)C1 (configuration not stated)	106	98	6	·	-0.082	-4	12	113	·
COc1ccc(OC)c(C2CC(=O)N3CN(c4cccc(Cl)c4)CSC3=C2C#N)c1 (configuration not stated)	103	92	0	-2	1.1	1	0	101	24
CNC(=O)CN(c1ccc2c(c1)OCCO2)S(C)(=O)=O	93	96	-3	-4	0.8	5	-6	83	-22
Cc1cccc(N2CCN(C(=O)c3ccncc3)CC2)c1C	81	21*	1	-1	-2	-6	8	66	-12
COC(=O)C1=C(C)N=c2s/c(=C/c3cccs3)c(=O)n2C1c1ccc(F)cc1 (configuration not stated)	97	101	·	-2	-0.45	·	·	100	0
Brc1ccc(-c2nn3c(-c4ccccn4)nnc3s2)o1	·	·	9	-5	1.7	2	-6	·	6
COC(=O)C1=C(C)Nc2ncnn2C1c1ccc(C)o1 (configuration not stated)	·	·	13	-6	-1	-6	3	·	-2
N#Cc1nc(COc2ccccc2)oc1NCCCn1ccnc1	107	98	2	-6	0.051	4	-2	87	8
O=C1c2cccnc2C(O)N1Cc1ccccc1 (configuration not stated)	93	90	8	-6	-0.48	3	1	87	-6
Cc1cc(=O)[nH]c(Nc2cccc(C(F)(F)F)c2)n1	96	76	-3	-1	1.6	40	5	71	14
CCCN1C(=O)c2cc(C(=O)NC3CCCC3)ccc2C1O (configuration not stated)	99	96	-5	1	-0.58	4	2	98	-13
CC(NC(=O)c1ccco1)C1CCCO1 (configuration not stated)	104	99	-4	-1	-0.31	-2	-12	99	-12
Cc1cccc(-c2nnc(SCCOc3ccc4c(C)cc(=O)oc4c3)o2)c1	·	·	13	-3	0.61	5	3	·	7
O=C(CSc1ccccc1C(=O)O)Nc1cccc(C(=O)O)c1	98	100	7	·	-0.36	-3	0	93	·
Cc1nnc2n(-c3ccccc3)c(=O)c3c4c(sc3n12)COC(C)(C)C4	100	80	8	·	1	1	0	101	·
CCCCOc1ccc(NC(=O)C(=O)NCCC2=CCCCC2)cc1	98	85	2	-9	-0.38	3	0	76	-4
CC(C)CCNC(=O)c1ccc2c(c1)ncn2C1CCCCC1	101	83	-4	-6	1.9	3	-1	97	12
CCC1(C(=O)c2ccccc2)C2c3cc(Br)ccc3OC(=O)C21C(=O)N1CCOCC1 (configuration not stated)	·	·	22	-3	-0.32	4	-4	·	15
CC1CCC(C(=O)NC(C(=O)NCCCN2CCOCC2)C(C)C)CC1 (configuration not stated)	96	100	-4	-6	-0.13	7	4	98	-7
O=C(NCc1ccccc1)c1c(F)c(F)c(F)c(F)c1F	107	94	-8	-3	0.32	-2	4	96	10
COc1cc(NS(=O)(=O)c2ccc(OC)c(OC)c2)cc(OC)c1	94	80	2	-2	0.49	5	0	101	-23
c1ccc(-c2cc(N3CCCCC3)nc(-c3ccccc3)n2)cc1	97	84	·	0	0.46	·	·	95	1
O=C(Nc1ccc(OCc2ccccc2)cc1)c1cccnc1	103	88	6	-2	0.21	-15	-1	90	-3
CCOC(=O)N1CCN(c2c(NCc3cccs3)c(=O)c2=O)CC1	85	31*	12	-4	-0.27	3	-2	70	-1
CS(=O)(=O)Nc1ccccc1C(=O)Nc1ccc2c(c1)OCCO2	102	100	8	-3	-0.045	-1	5	89	-22
Cc1cc2n(n1)SC(Nc1ccc(F)c(Cl)c1)N2 (configuration not stated)	89	95	·	-6	-0.68	·	·	79	24
O=C(Nc1ccccn1)[C@@H]1CCC(=O)N1C(=O)OCc1ccccc1	100	98	11	·	-1.2	-2	3	96	·
CN(Cc1ccccc1)c1nc2c(c(=O)[nH]c(=O)n2C)n1CCCc1ccccc1	89	65	26	1	0.7	-26	8	77	-35

Some values from the entries so far:
CS(=O)(=O)Nc1ccccc1C(=O)Nc1ccc2c(c1)OCCO2 – H69AR inhibit = 100
CCOC(=O)N1CCN(c2c(NCc3cccs3)c(=O)c2=O)CC1 – S1P2 blocker = -1

The list goes on.
SMILES	Lung fibro prol	H69AR inhibit	PostGolgi ctrl	S1P2 ag	hDAT+cocaine	Ecoli WT expand	PostGolgi yeast	HUVEC inhibit	S1P2 blocker
Cc1c(NC(=S)/C=C2\N(C)c3ccccc3C2(C)C)c(=O)n(-c2ccccc2)n1C	105	100	3	-5	2.1	6	-3	94	7
CC(C)CNS(=O)(=O)c1ccccc1C(=O)N1CCCCC1	94	103	1	-7	-0.67	1	0	90	3
Cc1cccc(C)c1-n1c(C)cc(/C=N\Nc2ccc([N+](=O)[O-])cn2)c1C	93	87	-3	1	-0.077	-13	14	89	34
O=C(Nc1ccc(Cc2ccc(NC(=O)N3CCOCC3)cc2)cc1)N1CCOCC1	104	94	1	·	-0.34	2	-2	100	·
CCCNC(=O)CN(C)C(=O)c1n[nH]c2ccccc12	102	91	12	-8	-0.063	-1	2	105	9
CCOC(=O)C(Cc1ccc(NC(=O)/C(=C/c2ccccc2)NC(=O)c2ccccc2)cc1)N1C(=O)c2ccccc2C1=O (configuration not stated)	·	·	6	-5	-0.11	-7	-2	·	18
CN(C)CCNC(=O)c1ccc(COCC(F)(F)F)cc1	107	105	-10	-3	-0.57	10	5	99	-10
COC(=O)c1cc(NC(=O)Cn2c(=O)cnc3ccccc32)cc(C(=O)OC)c1	97	75	8	-6	-0.8	-11	-7	86	15
COCC(=O)Nc1cc(OC)ccc1OC	98	100	-2	-1	-0.71	3	3	95	4
O=C(NCc1nnc(SCC(=O)N2CCN(c3ccccc3)CC2)o1)c1ccco1	95	106	7	-7	1.1	-3	1	100	24

13 entries already listed, arranged by heavy-atom count, lowest first.
SMILES	Lung fibro prol	H69AR inhibit	PostGolgi ctrl	S1P2 ag	hDAT+cocaine	Ecoli WT expand	PostGolgi yeast	HUVEC inhibit	S1P2 blocker
COCC(=O)Nc1cc(OC)ccc1OC	98	100	-2	-1	-0.71	3	3	95	4
Cc1cc2n(n1)SC(Nc1ccc(F)c(Cl)c1)N2 (configuration not stated)	89	95	·	-6	-0.68	·	·	79	24
CCCNC(=O)CN(C)C(=O)c1n[nH]c2ccccc12	102	91	12	-8	-0.063	-1	2	105	9
CN(C)CCNC(=O)c1ccc(COCC(F)(F)F)cc1	107	105	-10	-3	-0.57	10	5	99	-10
CC(C)CNS(=O)(=O)c1ccccc1C(=O)N1CCCCC1	94	103	1	-7	-0.67	1	0	90	3
O=C(Nc1ccc(OCc2ccccc2)cc1)c1cccnc1	103	88	6	-2	0.21	-15	-1	90	-3
c1ccc(-c2cc(N3CCCCC3)nc(-c3ccccc3)n2)cc1	97	84	·	0	0.46	·	·	95	1
O=C(Nc1ccccn1)[C@@H]1CCC(=O)N1C(=O)OCc1ccccc1	100	98	11	·	-1.2	-2	3	96	·
Cc1cccc(C)c1-n1c(C)cc(/C=N\Nc2ccc([N+](=O)[O-])cn2)c1C	93	87	-3	1	-0.077	-13	14	89	34
COC(=O)c1cc(NC(=O)Cn2c(=O)cnc3ccccc32)cc(C(=O)OC)c1	97	75	8	-6	-0.8	-11	-7	86	15
O=C(NCc1nnc(SCC(=O)N2CCN(c3ccccc3)CC2)o1)c1ccco1	95	106	7	-7	1.1	-3	1	100	24
O=C(Nc1ccc(Cc2ccc(NC(=O)N3CCOCC3)cc2)cc1)N1CCOCC1	104	94	1	·	-0.34	2	-2	100	·
CCOC(=O)C(Cc1ccc(NC(=O)/C(=C/c2ccccc2)NC(=O)c2ccccc2)cc1)N1C(=O)c2ccccc2C1=O (configuration not stated)	·	·	6	-5	-0.11	-7	-2	·	18

Additional structures follow:
SMILES	Lung fibro prol	H69AR inhibit	PostGolgi ctrl	S1P2 ag	hDAT+cocaine	Ecoli WT expand	PostGolgi yeast	HUVEC inhibit	S1P2 blocker
N#C/C(=C\c1ccc(O)c(O)c1)S(=O)(=O)c1ccccc1	·	·	11	-4	-2.6*	-1	-7	·	7
COc1cc(CNCCSc2nnnn2C)cc(Br)c1OCc1ccc(F)cc1	·	·	5	-5	0.19	16	3	·	8
Nc1nc(C2CC(=O)OC23CCCCC3)cs1 (configuration not stated)	87	97	·	1	0.13	·	·	92	-10
O=C1CN(C(=O)c2ccc(Br)o2)C(c2ccccc2)c2cc(Cl)ccc2N1 (configuration not stated)	80	71	26	-4	-1.3	-6	-15	77	-9
CCOC(=O)c1ccc2cccc(C)n2c1=O	·	·	-1	-3	-0.99	-3	-4	·	-14
COC(=O)c1ccccc1NC(=O)CSc1nnnn1C	101	95	·	-11	-0.16	·	·	89	-1
Cc1ccc(S(=O)(=O)N2CCN(c3nc4ccccc4nc3-n3nc(C)cc3C)CC2)cc1	85	82	19	-6	-0.12	-13	-3	91	12
Cc1ccc(SCC(=O)NCc2ccco2)cc1	95	101	5	-5	0.16	12	9	95	-6
CCCCCCNc1c(C(=O)OCC)c(=O)[nH]c2ccccc12	98	87	28	·	0.55	-3	-7	87	·
CCOC(=O)c1[nH]c2cc(OC)c(OC)cc2c1NC(=O)CN1CCN(C)CC1	97	95	12	-3	-0.65	-6	0	97	-8
CCn1cc(C(=O)NCc2ccco2)c2cc(OC)c(OC)cc2c1=O	·	·	-5	11	1.1	4	5	·	3
COc1cc(CNc2ncn[nH]2)cc(Br)c1OC	111	92	7	-3	0.46	3	-28	98	0
O=C(O)c1cc(N2C(=O)C3C4C=CC(C4)C3C2=O)ccc1NCc1cccnc1 (configuration not stated)	97	100	1	1	0.52	-1	1	106	-14
CCOC(=O)C1CCN(C(=O)N2CCOCC2)CC1	99	101	5	-3	0.2	-3	2	104	1
CNC(=S)N1CCN(c2c(F)cc3c(=O)c(C(=O)O)cn(C4CC4)c3c2OC)CC1C (configuration not stated)	101	91	3	-2	0.86	100*	5	98	4
CCCc1[nH][nH]c(=O)c1C(c1cccc(Cl)c1)C(C#N)C#N (configuration not stated)	90	17*	14	-1	-9.4*	1	0	57	-20

Screens deposited in PubChem by several laboratories.
